Compound activity as filed in PubChem.
All columns: NCI-60 one-dose screen, growth in % after 48 h at 10 µM unless noted; 100 = growth as untreated, 0 = no growth, -100 = all killed.
LOX IMVI – LOX IMVI melanoma; 79,000 tested, 7.4% active
UACC-62 – UACC-62 melanoma. 81,000 tested, 5.4% active. AID 1794756
SK-MEL-5 – SK-MEL-5 melanoma | 80,000 tested, 6.4% active | AID 1794755
UACC-257 – UACC-257 melanoma; 78,000 tested, 4.4% active; AID 1794764
SK-MEL-2 – SK-MEL-2 melanoma; AID 1794763; 77,000 tested, 4.7% active
SK-MEL-28 – SK-MEL-28 melanoma; 81,000 tested, 4.1% active
MALME-3M – MALME-3M melanoma | 78,000 tested, 5.8% active | AID 1794766
MDA-MB-435 – MDA-MB-435 melanoma; 82,000 tested, 7.8% active
The depositor's hits bear a star; . = not tested or not shown; & = joins results of further samples; [ ] = another dose, or the depositor's remark. How the source made its calls: active means growth percent below 10; inactive means the rest.

structure	LOX IMVI	UACC-62	SK-MEL-5	UACC-257	SK-MEL-2	SK-MEL-28	MALME-3M	MDA-MB-435
CCCCCN(CCCCC)CC(O)c1ccc2c3c(cccc13)CC2 (configuration not stated)	82.5	82.3	80.9	84.2	93.4	95.0	88.8	92.0
O=c1/c(=C\C=C\c2ccccc2)sc2n1CCN=2	111.8	96.4	92.9	94.7	.	98.3	94.6	89.7
COc1ccc(Cn2cc3c(c2-c2cc(OC)c(OC)c(OC)c2)CCc2c(CN4CCOCC4)noc2-3)cc1	33.5	19.1	17.3	73.4	62.4	60.7	43.3	-19.9*
Nc1c(C(=O)Nc2cccc(Cl)c2)sc2nc3c(cc12)C(=O)CCC3	46.1	43.7	27.2	68.9	69.7	51.4	49.7	-39.1*
COc1ccc(/C=C2/N=C3N(N=C(N)N3c3ccccc3)C2=O)cc1	96.3	95.9	99.9	111.5	112.2	108.6	104.0	101.2
O=C(c1c(F)ccc(NS(=O)(=O)N2CC[C@@H](F)C2)c1F)c1c[nH]c2ncc(-c3cnc(C4CC4)nc3)cc12	15.9	-22.9*	22.0	-21.3*	.	-5.4*	0.4*	16.8
CCN1CCN(C(=O)[C@]23CC[C@@H](C)[C@H](C)[C@H]2C2=CC[C@@H]4[C@@]5(C)C/C(=C/c6cccc(OC)c6OC)C(=O)C(C)(C)[C@@H]5CC[C@@]4(C)[C@]2(C)CC3)CC1	.	57.4	46.2	46.4	84.6	58.7	35.2	43.4
COc1ccc(C(=O)C2=Cc3c(C)c4ccccc4n3Cc3cnnn32)cc1	95.4	63.9	90.6	93.3	110.6	93.5	99.5	103.8
Cc1cc(N2CCN(C)CC2)nc(N(CCNc2ccnc3cc(Cl)ccc23)Cc2ccccn2)n1	.	91.4	93.6	73.2	95.3	91.2	113.1	21.1
O=C(C[n+]1ccc(/C=C/c2ccncc2)cc1)c1ccc(Br)cc1	91.2	87.2	95.1	93.3	116.8	102.0	88.6	94.5
CN(C)c1c([N+](=O)[O-])cc(N2C(=O)C=CC2=O)cc1[N+](=O)[O-]	109.0&105.2	112.4&97.5	108.5&101.3	101.1&86.5	100.1&105.5	107.3&103.3	110.0&112.5	101.2&110.8
COc1cc(C2N(c3ccccc3)NC(=O)[C@H]3CCCN23)cc(OC)c1OC (some centres not stated)	89.6	85.5	86.9	94.1	94.3	105.9	104.3	100.5
CS(=O)(=O)c1ccccc1C=O	.	103.4	104.6	116.2	107.0	110.8	124.1	102.1
O=C(Nc1cccc(Nc2ccc(Cl)nn2)c1)Nc1ccc(Cl)c(Cl)c1	92.5	80.7	94.8	89.4	96.8	94.9	115.7	104.9
Cc1cc2c(-c3nc4ccccn4c3N)c(O)c(O)cc2c(O)c1-c1c(C)cc2c(-c3nc4ccccn4c3N)c(O)c(O)cc2c1O	7.2*	5.5*	-7.7*	.	-20.6*	38.3	-0.7*	13.4
COc1ncc(-n2c(C(=O)N3CC(F)C3)cc3cccnc32)cc1Cl	87.0	101.6	97.5	102.7	106.4	120.2	129.1	113.5
O=C(O)[C@@H]1c2ccccc2-c2ccccc2[C@H]1C(=O)O	99.3	96.0	110.5	80.6	123.4	101.9	96.8	100.0
Cc1cccc(Nc2c(N)nc(N)nc2N)c1	94.3	105.5	105.3	111.3	104.8	112.5	97.1	101.1
CC(O)COc1ccc(C2CCCCC2)cc1 (configuration not stated)	92.4&91.2	101.9&95.6	101.1&101.2	94.6&96.5	94.0&99.1	106.6&113.5	82.2	106.0&107.9
COc1ccc(C(C)=C(c2ccc(OCCCN(C)C)cc2)c2ccc(OCCCN(C)C)cc2)cc1	-92.5*	-96.6*	-98.5*	-96.1*	-92.8*	-97.9*	-97.0*	-99.9*

Next part, overlapping the part above by 3 compounds.
structure	LOX IMVI	UACC-62	SK-MEL-5	UACC-257	SK-MEL-2	SK-MEL-28	MALME-3M	MDA-MB-435
Cc1cccc(Nc2c(N)nc(N)nc2N)c1	94.3	105.5	105.3	111.3	104.8	112.5	97.1	101.1
CC(O)COc1ccc(C2CCCCC2)cc1 (configuration not stated)	92.4&91.2	101.9&95.6	101.1&101.2	94.6&96.5	94.0&99.1	106.6&113.5	82.2	106.0&107.9
COc1ccc(C(C)=C(c2ccc(OCCCN(C)C)cc2)c2ccc(OCCCN(C)C)cc2)cc1	-92.5*	-96.6*	-98.5*	-96.1*	-92.8*	-97.9*	-97.0*	-99.9*
Cc1ccc(-c2nonc2NC(=O)/C(C#N)=C/c2c(Oc3ccccc3)nc3ccccn3c2=O)cc1	95.8	98.0	96.4	100.1	101.1	110.1	101.7	103.0
C=CC(=O)c1c(C)cc(O)cc1C	92.7	77.4	93.7	83.9	97.4	99.4	101.8	108.3
CCN1CCC2(CC1)NC(=O)c1c(c3ccc(Cl)c(Cl)c3n1C)C2C#N (configuration not stated)	30.6	-83.2*	.	-5.1*	21.4	-100.0*	-6.1*	-59.9*
Cn1c(=O)c2c(nc(CCCCCc3nc4c(c(=O)n(C)c(=O)n4C)n3C)n2C)n(C)c1=O	105.2	93.1	100.9	94.7	115.9	97.1	104.9	102.5
COc1cccc(/C=C/C(=O)/C=C(/C=C/c2cccc(OC)c2OC)OB(F)F)c1OC	18.2	42.4	93.4	28.6	110.3	50.7	32.0	14.8
Cc1cc(C2C(=O)NC(=O)C2=O)c(C)cc1Br (configuration not stated)	98.7	101.3	97.7	103.3	101.2	103.4	.	113.0
O=C1CC(c2ccc(Cl)cc2)Nc2ccccc21 (configuration not stated)	90.8	77.3	88.4	72.8	76.3	85.7	69.0	53.1
N#Cc1c(-c2ccc(Cl)cc2)nc(N=Nc2c(O)[nH]c3ccccc23)nc1N1CCOCC1	92.6	108.7	100.8	104.5	103.1	112.4	110.3	97.7
Nc1ccc2c(c1)c(N)nn2C(=O)Nc1ccc(Cc2ccccc2)cc1	40.3	7.1*	71.7	79.1	73.7	115.4	75.3	68.9
O=C(CN(c1ccc(F)cc1)S(=O)(=O)c1ccc(Cl)cc1)Nc1ccc(S(=O)(=O)Nc2ccccn2)cc1	93.7	93.6	101.9	71.0	96.0	122.2	104.0	100.1
Oc1cc2c(cc1Nc1ncnc3c1oc1ccccc13)CCCC2	85.6[50 µM]	88.0[50 µM]	89.5[50 µM]	110.1[50 µM]	108.7[50 µM]	109.7[50 µM]	103.7[50 µM]	96.9[50 µM]
NC(=O)CCCCC(N)=O	105.7	103.0	107.0	130.5	.	115.6	100.0	111.1
COc1ccc2oc(=O)cc(Cn3c4ccc(Cl)cc4c4ccc([C@@H](C)C(=O)O)cc43)c2c1	97.6	.	107.0	101.1	91.6	100.2	93.3	103.3
CC(=O)Nc1ccc(S(=O)(=O)CC(=O)CS(=O)(=O)c2ccc(NC(C)=O)cc2)cc1	98.3	104.1	103.3	96.9	105.3	114.2	106.7	109.5
CNC(=O)c1cc(Oc2ccc(NC(=O)c3nc(S(C)(=O)=O)n(C)c3-c3ccc(F)cc3)cc2)ccn1	62.4	62.0	73.8	96.4	.	95.7	77.5	79.4
Cc1cccc(C(=O)/C=C/c2c(Cl)nc3sccn23)c1	75.3	75.4	89.5	81.5	96.0	108.6	90.7	84.2
COc1ccc(/C=N\NC(=O)CN2CCN(c3cc4c(cc3F)c(=O)c(C(=O)N/N=C/c3ccc(OC)cc3)cn4C3CC3)CC2)cc1	90.1	83.3	72.2	91.6	103.1	93.9	85.2	90.3
CC(C(N)=O)N1CCN(c2cccc(Cl)c2)CC1 (configuration not stated)	100.1	90.3	96.1	93.2	114.4	100.9	106.1	101.2
CCc1cc(C)cc(C(C)(C)C)c1	101.8	101.6	98.8	106.5	100.2	114.3	103.8	104.3
Cc1ccc(-n2cc3c(-c4cc5c(ccc6ccccc65)oc4=O)nnc(-c4cc5ccccc5o4)c3n2)cc1	57.2	59.5	75.3	87.2	78.8	76.2	.	32.4
CCCCn1c(=O)[nH]c(N)c(C(c2ccccc2F)c2c(N)[nH]c(=O)n(CCCC)c2=O)c1=O	80.3	84.0	74.8	98.8	85.3	94.3	99.6	85.6
Cc1nc2ccccc2n2c(-c3cccc([N+](=O)[O-])c3)nnc12	99.4	86.9	93.3	112.4	96.0	102.8	102.1	99.5
C=C1C(=O)O[C@H]2[C@H]1CC/C(C(=O)NCCCCCCCCNC(=O)/C1=C/CC[C@@]3(C)O[C@H]3[C@H]3OC(=O)C(=C)[C@@H]3CC1)=C\CC[C@@]1(C)O[C@@H]21	84.0	56.3	98.3	61.8	80.1	42.3	16.4	86.8
CCC1=C(c2ccc(OC)cc2)C(C)(C)Oc2c1ccc(O)c2CN1CCCC1	-59.7*	10.5	-97.6*	-16.1*	-58.5*	-75.6*	-9.3*	2.9*
O=C1/C(=C/c2ccc([N+](=O)[O-])s2)Oc2ccc(Br)cc21	-75.6*	-83.4*	-89.1*	-39.2*	-62.2*	-66.4*	-59.7*	-69.5*
COC(=O)CCCCCC1CCCCC1	93.1	100.7	102.8	95.1	98.3	107.9	117.1	108.0
CCN1CCN(C(=O)NC(C(=O)N[C@@H]2C(=O)N3[C@@H]2SC(C)(C)[C@@H]3C(=O)O)c2ccccc2)C(=O)C1=O (some centres not stated)	104.4	.	96.3	109.1	110.6	113.4	.	106.4
CC/C=C\C=C/C(=O)N/C=C/CC1Cc2cccc(O)c2C(=O)O1 (configuration not stated)	75.0	61.4	13.0	86.7	95.8	76.9	98.8	-52.1*
CC[N+](CC)(CC)CCOCc1cccc2ccccc12	92.2	107.2	99.2	105.7	101.0	107.5	93.1	111.4
Cc1ccc(-c2cc(-c3ccncc3)[nH]c(=O)c2C#N)s1	97.7	96.6	103.6	102.4	107.6	102.5	105.5	104.5
O=C(Nc1nc(-c2c[nH]c3ccccc23)cs1)c1n[nH]c(=O)c2ccccc12	21.0	58.9	40.3	.	60.7	82.1	75.6	64.5
CCCCc1ccc(C(Cl)(c2ccccc2)c2ccccc2)cc1	91.0	98.6	108.5	103.6	99.8	104.8	121.5	108.5
COc1ccc(-c2ccc(-c3ccc(C(=N)N)nc3)s2)cc1	-89.0*	-94.2*	70.8	84.6	88.3	93.8	87.7	-95.8*
CC(=O)[C@H]1CC[C@]2(C)[C@@H]1CC[C@@H]1[C@@]3(C)CC(CCC#N)(CCC#N)C(=O)C(C)(C)[C@@H]3CC[C@]12C	94.1	82.4	86.6	106.8	101.8	93.9	104.9	92.4
O=C(Nc1nc2ccc(OC(F)(F)F)cc2s1)Nc1c(F)cccc1F	94.9	79.4	65.4	99.8	.	91.8	91.5	95.1
C=CCn1cccc1CNc1ccc(OC)cc1	105.5	96.0	105.1	110.0	111.6	100.8	108.7	103.8
O=c1[nH]c(=S)[nH]c2c1C(c1ccc(O)cc1)c1c([nH]c(=S)[nH]c1=O)N2	94.1	97.1	97.7	101.5	99.5	103.1	99.5	101.9
CCOC(=O)N1CCN(CCCCOc2ccc(C(C)(C)CC)cc2)CC1	99.7	.	88.6	94.0	95.8	100.1	92.3	105.4
N#Cc1c(-c2ccc(Br)cc2)nc2n[nH]c(-c3ccc(Br)cc3)c2c1-c1ccc(C(F)(F)F)cc1	.	0.1*	14.3	28.5	-37.7*	49.5	-14.5*	3.1*
Nc1ccc(S(=O)(=O)O)cc1	95.1&108.4	102.4&101.5	103.3&109.3	97.8&85.3	112.7	111.7&114.7	110.4&106.3	106.1&108.9
COc1ccc(/C=C/C(=O)c2ccc(NC(=O)CN3C(=O)NC(C)(c4ccccc4)C3=O)cc2)cc1OC (configuration not stated)	52.7	83.5	83.7	102.1	109.3	106.5	100.3	89.9
O=C(O)c1ccc2c(c1)C(=O)N(c1ccccc1)C2=O	97.5	98.8	95.2	91.8	93.9	96.1	74.8	93.9
Cn1cc(/C=C2\C(=O)N(CCCCn3c4ccccc4c(=O)c4ccccc43)c3ccccc32)c2ccccc21	95.5	93.8	86.0	114.0	92.7	114.1	104.2	113.7
O=c1cc(NNC(=S)Nc2ccccc2)c2cc(Cl)ccc2[nH]1	94.8	92.2	97.7	108.5	111.4	108.1	107.9	101.9
COC(=O)C1C2CC3c4[nH]c5cc(OC)ccc5c4CCN3CC2CC(OC(=O)CCc2cc(OC)c(OC)c(OC)c2)C1OC (configuration not stated)	93.6	80.9	89.9	87.1	105.9	87.3	85.0	100.6
S=c1sc2ccccc2n1CNc1ccccc1Cl	106.7	94.3	102.9	102.5	96.5	101.0	110.9	119.9
COc1cccc(N2CCN(C3=CC(=O)C(C)=C(C)C3=O)CC2)c1	79.8	92.6	97.8	96.2	107.1	119.1	115.1	111.8
CCCCNC(=O)Oc1cccc2ccccc12	89.1	84.5	102.4	109.9	109.6	114.2	95.6	109.6
N#CC1=C(c2ccc(Cl)cc2)Nc2c(c(-c3ccccc3)nn2-c2ccccc2)[C@@]12C(=O)Nc1ccccc12	92.7	83.4	79.2	84.1	82.7	99.0	106.9	80.7

An excerpt from above in order of count of non-hydrogen atoms, lowest first.
structure	LOX IMVI	UACC-62	SK-MEL-5	UACC-257	SK-MEL-2	SK-MEL-28	MALME-3M	MDA-MB-435
Cc1cc(C2C(=O)NC(=O)C2=O)c(C)cc1Br (configuration not stated)	98.7	101.3	97.7	103.3	101.2	103.4	.	113.0
COc1cccc(/C=C/C(=O)/C=C(/C=C/c2cccc(OC)c2OC)OB(F)F)c1OC	18.2	42.4	93.4	28.6	110.3	50.7	32.0	14.8
CC(=O)[C@H]1CC[C@]2(C)[C@@H]1CC[C@@H]1[C@@]3(C)CC(CCC#N)(CCC#N)C(=O)C(C)(C)[C@@H]3CC[C@]12C	94.1	82.4	86.6	106.8	101.8	93.9	104.9	92.4
